PP5 inh: PP5 phosphatase inhibitors, primary screen, biochemical, fluorescence. AID 1987, 2009. purified PP5c, OMFP substrate fluorescence. inhibition, % at 6.7 µM. Serine/threonine-protein phosphatase 5 (Homo sapiens), P53041. 0.18% of 320,000 active;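 active = inhibition above the campaign's mean inhibition across all tested compounds plus 3 SD, cut at about 9.5% in these data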;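 also: 0% = DMSO only and 100% = 100 µM cantharidin control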
GRK2 aptamer HTS: compounds blocking aptamer binding on GRK2 – biochemical, human GRK2, bead flow cytometry, HTS, primary screen; Beta-adrenergic receptor kinase 1 (Homo sapiens), P25098; FAM-aptamer displacement from GRK2; inhibition of aptamer binding, % at 10 µM; 0.59% of 330,000 active; AID 488847, 2010;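 active = inhibition of aptamer binding above 40%, roughly 3 SD of noise, on plates passing a quality check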;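 also: median bead fluorescence of bound FAM aptamer so fluorescent compounds give negative values; no value below 0 was filed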
GASC-1 inh: inhibitors of GASC-1 histone demethylase, primary screen, biochemical, fluorescence, DELFIA europium | GST-JMJD2C(1-420) H3K9me3 demethylation | inhibition, % at 2.35 µM | 0.069% of 330,000 active | AID 2099, 2009;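 active = more than half of a compound's replicate wells show inhibition beyond 50%, single wells judged on their own value; inconclusive = some, but no more than half, of replicates pass 50% inhibition; inactive = no replicate passes 50% inhibition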;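 also: signal counts dimethyl H3K9 product captured on neutravidin plate; 0% = median of DMSO wells and 100% = 0.3 times that DMSO median; strong numbers were not always called active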
Target sequence (Q9H3R0 1-420 limits assumed): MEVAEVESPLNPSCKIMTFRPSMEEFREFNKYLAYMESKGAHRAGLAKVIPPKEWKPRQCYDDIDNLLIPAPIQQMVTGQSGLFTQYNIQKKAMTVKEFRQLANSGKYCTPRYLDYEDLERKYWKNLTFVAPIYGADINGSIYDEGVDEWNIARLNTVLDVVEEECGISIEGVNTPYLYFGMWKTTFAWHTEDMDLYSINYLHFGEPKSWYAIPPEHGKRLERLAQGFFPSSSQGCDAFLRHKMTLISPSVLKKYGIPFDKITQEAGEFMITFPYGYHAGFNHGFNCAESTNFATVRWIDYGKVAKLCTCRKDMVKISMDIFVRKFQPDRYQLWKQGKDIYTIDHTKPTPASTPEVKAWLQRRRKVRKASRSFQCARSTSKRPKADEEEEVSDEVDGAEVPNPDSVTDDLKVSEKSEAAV
HCV core dimer: inhibitors of HCV core protein dimerization, primary screen, biochemical, TR-FRET, high-throughput; TR-FRET GST/Flag-core106 dimerization, 1536-well; inhibition, % at 5 µM; AID 1899, 2009; 0.33% of 300,000 active;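 active = inhibition above the mean of all tested compounds plus 3 SD, set per screening campaign, cut at about 45% in these data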
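Material: GST/Flag-tagged HCV core106 proteins. Incubation: 4 h, 22.5 °C incubation. Read-out basis: inhibition (%) from 671 over 617 nm ratio. Measured by: TR-FRET, excitation 340 nm, emission 617 and 671 nm.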
procasp3 activ: activators of human procaspase-3 D3A mutant, primary screen, biochemical, absorbance, PC-3 D3A mutant, single concentration; Caspase-3 (Homo sapiens), P42574; recombinant procaspase-3 D3A, Ac-DEVD-pNA absorbance 405 nm; activation, % at 8.5 µM; 0.11% of 330,000 active;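 active = activation above the mean of all tested compounds plus 3 SD, cut at about 21% in these data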;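 also: 0% = DMSO alone and 100% = DMSO wells spiked with extra 5 µM PC-3 D3A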
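Assay system – Procaspase-3 D3A mutant · Benchmarks – DMSO low control, extra-enzyme high control · Technique – 405 nm absorbance of p-nitroaniline, reads at 0 and 120 min · Doses – 8.5 µM nominal · Measure – % activation between DMSO and enzyme-spiked controls · Also added – Ac-DEVD-pNA chromogenic peptide substrate · Schedule – 1 h compound preincubation, 2 h substrate hydrolysis at 25 °C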
proCasp7 act: procaspase-7 activators, primary screen, counter-screen for procaspase-3 activator project, biochemical, absorbance, HTS, human. Caspase-7 (Homo sapiens), P55210. recombinant procaspase-7, Ac-DEVD-pNA absorbance 405 nm; D23A/D198A/D206A triple mutant, cannot self-cleave; scale: DMSO 0, 5 µM enzyme 100. activation, % at 8.5 µM. 0.093% of 330,000 active. AID 463210, 2010;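 active = percent activation above the screen-wide mean plus 3 SD, cut at about 25% in these data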
Target sequence (P55210 whole entry D23A/D198A/D206A): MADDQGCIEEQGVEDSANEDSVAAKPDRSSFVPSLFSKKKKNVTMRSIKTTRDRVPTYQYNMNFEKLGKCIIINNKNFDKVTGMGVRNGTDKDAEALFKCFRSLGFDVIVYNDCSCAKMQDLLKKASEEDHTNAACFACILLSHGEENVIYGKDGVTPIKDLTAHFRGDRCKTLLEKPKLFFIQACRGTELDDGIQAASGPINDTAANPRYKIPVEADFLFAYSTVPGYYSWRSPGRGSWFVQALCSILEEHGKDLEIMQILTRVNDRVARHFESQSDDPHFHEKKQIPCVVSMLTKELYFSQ
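Assay system: Uncleavable procaspase-7 mutant enzyme / Input: 2 µM procaspase-7 mutant as dispensed / Dosing: single nominal 8.5 µM compound dose, 0.8% DMSO final / Timing: 1 h enzyme–compound preincubation and 2 h substrate reaction, both 25 °C / Detection: p-Nitroaniline absorbance at 405 nm, read at 0 and 120 min / Replication: singlicate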
Fh CTSL1 inh: Fasciola hepatica cathepsin L1 inhibitors, primary screen, counter-screen for PFM18AAP inhibitor project, biochemical, QFRET, fluorogenic peptide substrate. recombinant F. hepatica cathepsin L1, Z-Leu-Arg-MCA fluorescence. inhibition, % at 5.96 µM. 0.49% of 300,000 active;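 active = inhibition above the mean of all tested compounds plus 3 SD, set per screening campaign, cut at about 17% in these data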;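 also: 0% = plate median of test compound wells and 100% = 1 µM Z-Phe-Ala-diazomethylketone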
VLA-4 inh: inhibition in human VLA-4 binding assay, primary screen, VLA-4 allosteric modulator project, MLPCN library, flow cytometry, VLA-4 expressing cells | Integrin alpha-4 (Homo sapiens), P13612 | ligand binding flow cytometry | inhibition, % (about 7 µM as worked out from the volumes in the protocol) | 0.2% of 330,000 active; in the data active = inhibition above about 50%
PP1 inh: PP1-alpha phosphatase inhibitors, primary screen, counter-screen for PP5 inhibitor project, biochemical, fluorescence, OMFP substrate, single point; Serine/threonine-protein phosphatase PP1-alpha catalytic subunit (Homo sapiens), P62136; purified PP1alpha; inhibition, % at 6.7 µM; 0.9% of 320,000 active;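 active = inhibition above the mean inhibition of all tested compounds plus 3 SD, computed separately for each screening campaign, cut at about 15% in these data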
Target sequence (P62136 whole entry, looked up): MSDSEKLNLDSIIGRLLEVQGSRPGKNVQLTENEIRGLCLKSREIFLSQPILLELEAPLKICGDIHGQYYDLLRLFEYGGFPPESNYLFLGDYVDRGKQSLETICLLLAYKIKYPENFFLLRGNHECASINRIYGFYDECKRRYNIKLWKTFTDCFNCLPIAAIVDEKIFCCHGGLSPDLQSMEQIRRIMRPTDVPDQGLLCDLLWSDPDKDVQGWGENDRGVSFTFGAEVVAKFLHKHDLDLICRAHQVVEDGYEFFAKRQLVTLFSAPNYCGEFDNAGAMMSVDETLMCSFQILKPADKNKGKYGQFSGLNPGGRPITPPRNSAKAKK
Numbers without * were called inactive; & = joins results of further samples.

How did CCOC(=O)C1CCCN(C(=O)c2cn(CC(C)C)c(=O)c3cc(OC)c(OC)cc23)C1 (configuration not stated) do in these assays?
PP5 inh: -0.8; GRK2 aptamer HTS: 0; GASC-1 inh: 22; HCV core dimer: 0; procasp3 activ: 6; proCasp7 act: -6; Fh CTSL1 inh: 4; VLA-4 inh: 7; PP1 inh: -4

Results for CNC(=O)c1[nH]cnc1C(=O)Nc1ccccn1 ?
PP5 inh: 0.4; GRK2 aptamer HTS: 0; GASC-1 inh: -13; HCV core dimer: -3; procasp3 activ: 13; proCasp7 act: 6; Fh CTSL1 inh: -3; VLA-4 inh: inactive; PP1 inh: 0

What do the screens show for `CCC(=O)Nc1ccc(NC(=O)c2ccccc2Cl)nc1`?
PP5 inh: -0.5; GRK2 aptamer HTS: 0; GASC-1 inh: 16; HCV core dimer: -2; procasp3 activ: -7; proCasp7 act: -1; Fh CTSL1 inh: -1; VLA-4 inh: -16; PP1 inh: 0

How did Nn1c(SCC(=O)N2CCN(S(=O)(=O)c3ccccc3)CC2)nnc1-c1cccs1 do in these assays?
PP5 inh: -1.5; GRK2 aptamer HTS: 1; GASC-1 inh: 5; HCV core dimer: -2; procasp3 activ: 2; proCasp7 act: 4; Fh CTSL1 inh: 0; VLA-4 inh: 10; PP1 inh: 5

What do the screens show for `CC(NC(=O)C1CCCCC1)C(c1cccs1)N1CCOCC1` (configuration not stated)?
PP5 inh: 3.9; GRK2 aptamer HTS: 0; GASC-1 inh: 25; HCV core dimer: -14; procasp3 activ: 12; proCasp7 act: 8; Fh CTSL1 inh: 0; VLA-4 inh: 3; PP1 inh: 1

What do the screens show for `CCOC(=O)C(CC)Sc1ncnc2c1nnn2-c1ccc(F)cc1` (configuration not stated)?
PP5 inh: 1.1; GRK2 aptamer HTS: 3; GASC-1 inh: 4; HCV core dimer: -6; procasp3 activ: -1; proCasp7 act: -3; Fh CTSL1 inh: 2; VLA-4 inh: 2; PP1 inh: -1

What do the screens show for `Cc1ccccc1C1NC(c2ccccc2C)C(C)C(=O)C1C` (configuration not stated)?
PP5 inh: 1.6; GRK2 aptamer HTS: 0; GASC-1 inh: 13; HCV core dimer: 2; procasp3 activ: 3; proCasp7 act: 15; Fh CTSL1 inh: 1; VLA-4 inh: 13; PP1 inh: 0

What do the screens show for `O=C(Cn1[nH]c(=O)c2ccccc2c1=O)Nc1ccc2c(c1)CCC2`?
PP5 inh: 2.5; GRK2 aptamer HTS: 0; GASC-1 inh: 0; HCV core dimer: 7; procasp3 activ: 2; proCasp7 act: -3; Fh CTSL1 inh: -2; VLA-4 inh: -8; PP1 inh: 2

How did CCCCCCCNc1nc(Cl)nc(NCCO)n1 do in these assays?
PP5 inh: 1.0; GRK2 aptamer HTS: 0; GASC-1 inh: 1; HCV core dimer: -4; procasp3 activ: 8; proCasp7 act: -4; Fh CTSL1 inh: 1; VLA-4 inh: 10; PP1 inh: 4

What do the screens show for `Cc1cc(C(=O)CSc2nc3ccccc3c(=O)[nH]2)c(C)n1CC1CCCO1` (configuration not stated)?
PP5 inh: 15*; GRK2 aptamer HTS: 1; GASC-1 inh: -2; HCV core dimer: 5; procasp3 activ: -2; proCasp7 act: 4; Fh CTSL1 inh: 1; VLA-4 inh: 1; PP1 inh: 0

How did CCOC(=O)CCc1c(C)c(C#N)c2nc3ccccc3n2c1-n1ccnc1C do in these assays?
PP5 inh: 0.1; GRK2 aptamer HTS: 0; GASC-1 inh: -6; HCV core dimer: 2; procasp3 activ: -1; proCasp7 act: 9; Fh CTSL1 inh: 1; VLA-4 inh: 2; PP1 inh: -2

How did O=C(CNS(=O)(=O)c1ccccc1)NCC(=O)OCc1ccc(Cl)cc1 do in these assays?
PP5 inh: 1.0; GRK2 aptamer HTS: 1; GASC-1 inh: 1; HCV core dimer: 2; procasp3 activ: 2; proCasp7 act: 0; Fh CTSL1 inh: -8; VLA-4 inh: 11; PP1 inh: -4

How did Cc1cc(C)n(-c2nc3c(c(=O)[nH]c(=O)n3C)n2CC(C)C)n1 do in these assays?
PP5 inh: 3.3; GRK2 aptamer HTS: 1; HCV core dimer: 1; procasp3 activ: -2; proCasp7 act: 2; Fh CTSL1 inh: -5; VLA-4 inh: -1; PP1 inh: 2

What do the screens show for `Cc1ccc(CN(C)C(=O)C2CCC(=O)N(CC3CCCCC3)C2)o1` (configuration not stated)?
PP5 inh: 0.5; GRK2 aptamer HTS: 4; GASC-1 inh: 1; HCV core dimer: -6; procasp3 activ: -11; proCasp7 act: 2; Fh CTSL1 inh: -1; VLA-4 inh: -7; PP1 inh: -5

What do the screens show for `O=C(CSc1nnc(Cc2cccs2)n1C1CCCCC1)N1CCCc2ccccc21`?
PP5 inh: -1.4; GRK2 aptamer HTS: 0; GASC-1 inh: 6; HCV core dimer: 7; procasp3 activ: -3; proCasp7 act: -4; Fh CTSL1 inh: 1; VLA-4 inh: 0; PP1 inh: -3

What do the screens show for `O=C(O)c1cnn(-c2ccccc2)c1-c1ccccc1`?
PP5 inh: -2.4; GRK2 aptamer HTS: 1; GASC-1 inh: 19; HCV core dimer: -3; procasp3 activ: 2; proCasp7 act: 4; Fh CTSL1 inh: -3; VLA-4 inh: -3; PP1 inh: 0

How did COc1ccc(S(=O)(=O)Nc2nc3c(s2)CCCC3)cc1 do in these assays?
PP5 inh: 2.8; GRK2 aptamer HTS: 4; GASC-1 inh: 5; HCV core dimer: -3; procasp3 activ: 3; proCasp7 act: -3; Fh CTSL1 inh: 0; VLA-4 inh: -4; PP1 inh: 5

What do the screens show for `CCOc1ccccc1-c1nc(-c2ccc(C)nc2OC)no1`?
PP5 inh: 1.4; GRK2 aptamer HTS: 2; GASC-1 inh: inconclusive; HCV core dimer: 4; procasp3 activ: -4; proCasp7 act: 0; Fh CTSL1 inh: 1; VLA-4 inh: -4; PP1 inh: -3

How did CCOc1ncccc1C(=O)NNC(=O)c1ccc(NS(=O)(=O)c2cccs2)cc1 do in these assays?
PP5 inh: -1.7; GRK2 aptamer HTS: 2; GASC-1 inh: -5; HCV core dimer: 5; procasp3 activ: -4; proCasp7 act: -6; Fh CTSL1 inh: 1; VLA-4 inh: 7; PP1 inh: -7

What do the screens show for `COc1ccccc1OCC(O)Cn1nc(C)cc1C` (configuration not stated)?
PP5 inh: 1.2; GRK2 aptamer HTS: 2; GASC-1 inh: -7; HCV core dimer: -2; procasp3 activ: 10; proCasp7 act: 1; Fh CTSL1 inh: -7; VLA-4 inh: 13; PP1 inh: -2

Results for Cc1ccc2c(c1)c1c(n2CC(O)CNC2CCCC2)CCCC1 (configuration not stated) ?
PP5 inh: -0.8; GRK2 aptamer HTS: 0; GASC-1 inh: 2; HCV core dimer: -7; procasp3 activ: -6; proCasp7 act: 11; Fh CTSL1 inh: -3; VLA-4 inh: 5; PP1 inh: 1

What do the screens show for `O=C(NNC(=O)c1ccc[nH]1)c1cc(Cl)cc(Cl)c1`?
PP5 inh: 3.6; GRK2 aptamer HTS: 3; GASC-1 inh: 2; HCV core dimer: 9; procasp3 activ: 3; proCasp7 act: -1; Fh CTSL1 inh: -1; VLA-4 inh: -4; PP1 inh: -1

How did O=C(CCCN1CCC(O)(c2ccc(Cl)cc2)CC1)c1ccc(F)cc1 do in these assays?
PP5 inh: 1.8&1.2; GRK2 aptamer HTS: 0&0; GASC-1 inh: -13&-8; HCV core dimer: 2&-3; procasp3 activ: 5&-2; proCasp7 act: 6&5; Fh CTSL1 inh: -1&-1; VLA-4 inh: -3&30; PP1 inh: -2&2

How did COc1ccccc1-n1cnnc1SCC(=O)Nc1ncc(Cl)cc1Cl do in these assays?
PP5 inh: -4.2; GRK2 aptamer HTS: 0; GASC-1 inh: 36; HCV core dimer: -2; procasp3 activ: -6; proCasp7 act: 0; Fh CTSL1 inh: -2; VLA-4 inh: 5; PP1 inh: -2

How did CCOC(=O)c1c(N)nn(C(C)=O)c1-c1ccccc1 do in these assays?
PP5 inh: 1.9; GRK2 aptamer HTS: 0; GASC-1 inh: 4; HCV core dimer: 2; procasp3 activ: -4; proCasp7 act: 13; Fh CTSL1 inh: 0; VLA-4 inh: 6; PP1 inh: -5

What do the screens show for `O=C(COc1ccc(/C=N/NC(=O)c2cc3ccccc3o2)cc1Cl)Nc1ccccc1`?
PP5 inh: 3.4; GRK2 aptamer HTS: 54*; GASC-1 inh: -10; HCV core dimer: 8; procasp3 activ: -2; proCasp7 act: 2; Fh CTSL1 inh: 3; VLA-4 inh: 78*; PP1 inh: 2

What do the screens show for `COc1ccc(CNC(=O)CN(C(=O)c2csnn2)c2cccc3c2CCCC3)cc1`?
PP5 inh: -1.8; GRK2 aptamer HTS: 0; GASC-1 inh: -8; HCV core dimer: -8; procasp3 activ: 3; proCasp7 act: -4; Fh CTSL1 inh: 0; VLA-4 inh: 18; PP1 inh: 2

Results for COc1cc(/C=C/c2[nH]c(=O)[nH]c(=O)c2[N+](=O)[O-])cc([N+](=O)[O-])c1O ?
PP5 inh: -0.6; GRK2 aptamer HTS: 7; GASC-1 inh: 0; HCV core dimer: -2; procasp3 activ: 3; proCasp7 act: -18; Fh CTSL1 inh: 4; VLA-4 inh: 29; PP1 inh: 3

Results for O=C(COC(=O)C1COc2ccccc2O1)Nc1ccc(Cl)cc1 (configuration not stated) ?
PP5 inh: 0.5; GRK2 aptamer HTS: 0; GASC-1 inh: 6; procasp3 activ: 4; proCasp7 act: 2; VLA-4 inh: 19; PP1 inh: 3

How did CCOc1cc(C(=O)OCC(=O)c2c(N)n(C)c(=O)n(C)c2=O)cc(OCC)c1OCC do in these assays?
PP5 inh: 0.7; GRK2 aptamer HTS: 3; GASC-1 inh: 2; HCV core dimer: 6; procasp3 activ: -6; proCasp7 act: 6; Fh CTSL1 inh: 2; VLA-4 inh: 3; PP1 inh: -4

Screening data as filed in PubChem.
